D1 allo mod = allosteric modulators of human D1 dopamine receptor; hit rate 5.9% among 58,000; HEK293 D1, CRE-luciferase, dopamine EC30 potentiation; actives deviate in either direction; P21728; B-score at 10 µM;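 active = luminescence count or its row- and column-corrected plate score outside the 99.7% band of the plate's sample wells, on either side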
HEK293 NFkB inh = inhibitors of the PMA/ionomycin-induced NF-kB reporter in HEK293 cells; AID 465; HEK-293 NF-kB luciferase reporter, luminescence; inhibition, % at 3 µM; hit rate 0.21% among 62,000;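 active = inhibition above the mean of all tested compounds plus 3 SD, cut at about 40% in these data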;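 also: 0% = stimulated DMSO wells and 100% = 10 µM reference inhibitor 5653914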
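Reagent: PMA plus ionomycin mix as NF-kB-activating stimulus. Assay system: NF-kB luciferase reporter HEK-293 cells. Technique: luminescence from luciferase substrate reagent. Incubation: 1 h compound pre-incubation, 16 h PMA/ionomycin at 37 °C. Benchmarks: DMSO only as uninhibited control, 10 µM reference inhibitor as full inhibition. Repeats: tested once.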
M1 antag = M1 muscarinic receptor (rat) antagonism. P08482. CHO-M1 cells, Fluo-4 calcium, ACh EC80 antagonist mode; hits give low values. B-score at 10 µM. hit rate 3.4% among 64,000. AID 628;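 active = calcium fluorescence response, raw or row-and-column corrected B-score, differing from the plate sample mean either way at a set confidence level, mostly lower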
Ec RNAP inh = Escherichia coli RNA polymerase inhibition. hit rate 0.2% among 62,000. inhibition, %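 (tested at 10 µM)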. E. coli RNA polymerase, fluorescence transcription assay. P0A8V2; in the data active = inhibition above about 20%;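 also: 0% = enzyme without compound and 100% = no enzyme blank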
Jurkat tox 60K = cytotoxic compounds reducing Jurkat cell viability; Jurkat E6.1 viability, ATP luminescence, 48 h; hit rate 1.2% among 56,000; inhibition, % at 4 µM;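 active = inhibition above the mean inhibition of all tested compounds plus 3 SD, cut at about 28% in these data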
M1 ag = M1 muscarinic receptor agonism; hit rate 3% among 64,000; AID 626; B-score at 10 µM; CHO-M1 cells, Fluo-4 calcium fluorescence, agonist mode; hits give high values;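 active = fluorescence rise, raw or as B-score row- and column-corrected plate score, outside the 99.7% band of its plate's samples, either direction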
TNAP act DEA = activates human TNAP at intermediate phosphate acceptor concentration. purified TNAP, CDP-star luminescence, 100 mM DEA, 30 min; hits give high values; scale: 0 levamisole-inhibited, 1 vehicle-only enzyme. activation factor at 20 µM. 64,000 tested, under 10 active. AID 813;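 active = activation factor of at least 2 at 20 µM, relative to controls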
Target sequence (P05186 whole entry, looked up): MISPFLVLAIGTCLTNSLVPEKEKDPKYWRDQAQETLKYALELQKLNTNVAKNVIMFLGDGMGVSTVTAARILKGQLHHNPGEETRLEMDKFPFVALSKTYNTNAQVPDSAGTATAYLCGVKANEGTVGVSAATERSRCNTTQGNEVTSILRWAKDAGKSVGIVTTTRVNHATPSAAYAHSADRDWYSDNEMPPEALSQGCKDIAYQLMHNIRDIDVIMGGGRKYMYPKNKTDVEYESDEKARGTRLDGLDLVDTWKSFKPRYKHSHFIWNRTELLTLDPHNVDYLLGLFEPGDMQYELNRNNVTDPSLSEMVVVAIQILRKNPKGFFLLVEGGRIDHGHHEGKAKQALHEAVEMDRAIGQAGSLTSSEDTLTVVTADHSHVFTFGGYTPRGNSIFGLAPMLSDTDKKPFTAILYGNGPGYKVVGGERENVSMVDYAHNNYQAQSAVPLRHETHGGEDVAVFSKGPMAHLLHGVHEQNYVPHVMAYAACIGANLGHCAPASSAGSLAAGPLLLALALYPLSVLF
S1P3 ag = agonists of human S1P3 receptor. Q99500. S1P3 NFAT-BLA reporter cells, agonism, FRET ratio; relative to 1 µM S1P, basal subtracted. activation, % at 4.5 µM. hit rate 0.1% among 60,000;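 active = activation above the screen-wide mean plus 3 SD, cut at about 4.5% in these data, passing the limit was not always enough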; also: some compounds called inactive have numbers as strong as hits
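material = human S1P3 NFAT-BLA reporter CHO cells | schedule = 4 h compound at 37 °C, 2 h substrate at RT | measured by = fluorescent BLA substrate, ex 405 nm, em 460/535 nm ratio | controls = 1 µM S1P reference | replication = primary once, confirmation triplicate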
S1P1 ag-PAM = activates or potentiates agonism at human S1P1 receptor; P21453; S1P1 CRE-bla cells, forskolin, beta-lactamase FRET, potentiator mode; S1P1 agonist co-added at EC20, 2 nM; 100% = saturating reference agonist, 0% = basal; activation, % at 9.5 µM; hit rate 0.57% among 56,000; AID 449;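 active = activation above a cutoff set at the mean activation of all tested compounds plus 3 SD, cut at about 54% in these data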;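 also: forskolin at 4 µM as EC80 and the EC20 agonist is SEW2871; 100% = SEW2871 at its EC100 plus forskolin at EC80; some compounds past the cut are filed as inactive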
Target sequence (P21453 whole entry, looked up): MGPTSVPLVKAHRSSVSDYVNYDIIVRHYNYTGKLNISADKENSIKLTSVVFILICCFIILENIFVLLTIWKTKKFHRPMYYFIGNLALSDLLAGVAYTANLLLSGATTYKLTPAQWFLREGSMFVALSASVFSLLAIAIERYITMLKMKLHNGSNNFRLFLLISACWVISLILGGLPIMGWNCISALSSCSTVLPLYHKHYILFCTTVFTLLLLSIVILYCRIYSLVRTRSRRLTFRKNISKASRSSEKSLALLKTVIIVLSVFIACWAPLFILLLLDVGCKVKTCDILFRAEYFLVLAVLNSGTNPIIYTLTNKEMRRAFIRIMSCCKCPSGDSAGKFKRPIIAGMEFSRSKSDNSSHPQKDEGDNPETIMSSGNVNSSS
Active calls of the source: *; / = not tested or not shown.

SMILES	D1 allo mod	HEK293 NFkB inh	M1 antag	Ec RNAP inh	Jurkat tox 60K	M1 ag	TNAP act DEA	S1P3 ag	S1P1 ag-PAM
CCOc1ccccc1Oc1c(C)oc2c(CN3CCN(C)CC3)c(O)ccc2c1=O	/	6	1	-7	-3	-0.24	0.9	-0.6	-5
COCCCN1C(=O)C(=O)/C(=C(/O)c2ccc(OC)cc2)C1c1ccc(O)c(OC)c1 (configuration not stated)	-1.1	19	0.39	4	3	-0.15	0.9	0.1	-31
O=C(NC1CCCCC1)C(c1ccc(F)cc1)N(Cc1ccco1)C(=O)Cn1nnc2ccccc21 (configuration not stated)	-0.81	8	-0.18	4	-1	0.0044	0.9	-0.4	-15
c1cc2nnnn2nc1N1CCCCC1	0.49	9	-0.67	4	-2	0.4	1	-0.1	-21
Cc1ccc(O)c(CC(C)C)n1	-1.3	18	0.033	1	0	-0.68	0.9	-0.4	-6
O=C(COC(=O)C1c2ccccc2Oc2ccccc21)Nc1ccc2c(c1)OCO2	-0.78	24	-1.3	-1	0	-1.2	0.9	-0.4	17
Cn1cccc1Cc1nnc(SCC(=O)N2CCOCC2)n1CCc1ccccc1	-0.022	16	-0.14	2	-2	0.014	1	-0.3	-4
CCCn1c(=O)c2ccccc2n2c(Sc3nnnn3-c3ccccc3)nnc12	-0.92	16	-0.28	12	-5	0.041	0.9	0.3	6
O=C(/C=N/O)NCCCN1CCCCCC1	/	/	-0.29	6	/	0.058	0.9	/	/
N=c1c(C(=O)NCc2ccco2)cc2c(=O)n3ccccc3nc2n1CCc1ccccc1	-3	8	0.5	-11	14	9.6*	0.9	1.4	-111
COc1ccc(N2CSC3=C(C#N)C(c4cc(OC)c(OC)cc4OC)CC(=O)N3C2)c(OC)c1 (configuration not stated)	0.037	6	0.098	5	-2	-0.49	0.9	-0.4	-6
CCOc1cc(-c2c(C)c(CC)nc(N)c2C#N)ccc1O	1.9*	21	0.61	0	1	-0.054	0.9	-0.7	-13
CCOc1ccc(NC(=O)c2ccc(F)c(S(=O)(=O)N3CCN(c4ccccn4)CC3)c2)cc1	-0.71	-1	-1.1	7	24	-0.58	1	-0.5	26
O=C(CCN1CCc2ccccc2CC1)c1ccc2c(c1)OCCO2	/	/	-3.9*	5	/	0.069	0.9	-0.2	53
CCCNCc1cc(OCC)c(OCC(N)=O)cc1Br	-0.0094	8	-0.51	/	-5	0.097	0.8	0.6	-4
O=C(Nc1ccc(Br)cc1F)c1ccncc1	-1.1	7	-0.078	3	-2	-0.032	0.9	-0.7	/
COc1cccc(Nc2nnc(SCn3nnc4ccccc4c3=O)s2)c1	-0.78	10	0.098	6	0	0.35	0.9	-0.5	-30
O=C(Nc1ccncc1)c1cc2ccccc2o1	-1.5	-1	1.1	3	11	-0.31	1	-0.7	-20
CCCCOC(=O)C1[C@H]2C(=O)N(Cc3cccs3)C[C@]23C=C[C@H]1O3 (some centres not stated)	-0.027	16	-0.087	10	-6	-0.22	0.9	-0.4	24
CCOc1ccc(N(CC(=O)NC2CCCC2)S(=O)(=O)c2c(C)[nH]c(=O)[nH]c2=O)cc1	-0.91	-2	0.13	2	-8	0.7	0.9	-0.8	-28
CC(C)n1c(C(=O)OCC(=O)NCc2ccc3c(c2)OCO3)cc2occc21	0.9	9	-0.0044	1	-2	0.26	0.9	-1.1	23
COCCCNC(=O)CN(c1ccc(Cl)c(Cl)c1)S(C)(=O)=O	-0.26	18	-0.077	5	4	-0.2	0.9	-0.6	/
C#CCOC(=O)CCCC(=O)Nc1ccccc1OC	0.17	12	/	-2	9	/	1	-1.8	23
CCCCOCCCNS(=O)(=O)c1ccccc1	0.13	20	-0.1	1	9	1.3	0.9	-1.4	-13

4 successive records from above, quoted:
SMILES	D1 allo mod	HEK293 NFkB inh	M1 antag	Ec RNAP inh	Jurkat tox 60K	M1 ag	TNAP act DEA	S1P3 ag	S1P1 ag-PAM
CCOc1ccc(NC(=O)c2ccc(F)c(S(=O)(=O)N3CCN(c4ccccn4)CC3)c2)cc1	-0.71	-1	-1.1	7	24	-0.58	1	-0.5	26
O=C(CCN1CCc2ccccc2CC1)c1ccc2c(c1)OCCO2	/	/	-3.9*	5	/	0.069	0.9	-0.2	53
CCCNCc1cc(OCC)c(OCC(N)=O)cc1Br	-0.0094	8	-0.51	/	-5	0.097	0.8	0.6	-4
O=C(Nc1ccc(Br)cc1F)c1ccncc1	-1.1	7	-0.078	3	-2	-0.032	0.9	-0.7	/

More records:
SMILES	D1 allo mod	HEK293 NFkB inh	M1 antag	Ec RNAP inh	Jurkat tox 60K	M1 ag	TNAP act DEA	S1P3 ag	S1P1 ag-PAM
O=C(CSC1=NCCS1)N1CCCCCC1	-0.33	6	0.58	/	-4	0.48	0.9	-0.9	-2
CCOC(=O)c1ccccc1NC(=O)CN1CCC(n2nnc3cc(F)ccc32)CC1	0.089	22	0.44	8	-6	-0.33	0.9	-1.0	-8
CCCc1cc(=O)n2[nH]c(CCc3ccccc3)nc2n1	-1.1	21	1.3	7	3	1.8	0.9	-0.4	4
CC(C)(Oc1ccc(Cl)cc1)C(=O)NCCCn1ccnc1	/	11	-0.38	5	-3	-0.14	0.8	-0.9	-4
COc1ccc(C)c(S(=O)(=O)Nc2ccc(OCC(=O)O)cc2)c1	/	4	-0.81	2	-4	-0.47	0.9	5.8	4
COc1cccc(NC(=O)c2nc3ncccn3n2)c1	-0.15	20	-0.07	2	4	-0.094	0.9	-1.0	19
CCc1ccccc1S(=O)(=O)Cc1ccc(C(=O)NCC2CCCO2)o1 (configuration not stated)	-0.92	10	-0.033	7	-10	-1	0.9	-0.2	3
Cc1noc(C)c1COC(=O)COc1ccc2c(C)cc(=O)oc2c1	0.46	15	1.1	-1	-6	0.85	0.9	0.3	-14
CCOC(=O)C1=C(CSc2nc3c(cc2C#N)CN(C)CC3)OC(N)=C(C#N)C1c1ccccc1 (configuration not stated)	-0.93	/	-1.1	6	/	6.2	0.9	-2.6	0
COc1ccc(CCNC(=O)Cn2cnc3c2c(=O)n(C)c(=O)n3C)cc1OC	1.4	6	1.5	6	-1	0.19	0.9	0.8	-13
COCCn1c(SCc2cccnc2)nnc1-c1ccco1	-0.33	12	-3*	5	-8	0.00022	0.9	-0.9	-3
O=c1cc(-c2c(F)c(F)c(F)c(F)c2F)oc2c(F)c(F)c(F)c(F)c12	-0.39	6	-0.16	8	/	-0.11	0.9	/	/
O=[N+]1C2=C(CCCC2)N([O-])C12CCCC2	-0.2	15	0.057	7	7	-0.59	1	-1.0	-8
Cc1nnc(SCCn2c(N3CCN(C)CC3)nc3c2c(=O)[nH]c(=O)n3C)s1	0.33	-1	1.1	4	-2	-1.7	0.9	0.3	-16
CCCSC1=N/C(=C\c2ccsc2)C(=O)S1	/	12	-0.58	4	3	-0.52	0.9	-1.8	-19
COc1ccc(CC(=O)N2CCCc3ccccc32)cc1OC	-0.12	14	-0.028	2	0	0.42	0.9	-0.5	/
Cn1c(=O)cc(OCC(=O)NC2CCCCC2)c2ccccc21	0.096	-8	-0.08	6	3	-0.39	1	-0.7	-31
O=C(CC1CCCCC1)c1c(O)c2ccccc2oc1=O	-0.4	-9	-0.25	13	-4	-0.036	0.9	-1.0	-9
O=C(Cn1c(NCCCO)nc2ccccc21)c1cccc(Br)c1	-0.11	16	-0.51	0	-4	0.49	0.9	0.2	16
c1nc2sc3c(c2c2nnnn12)CCCC3	1.7	32	-0.072	5	-12	1.7	0.9	-1.0	20
COc1ccc(CC(=O)n2c(CC#N)nc3ccccc32)cc1OC	2.5	/	0.16	10	/	-0.08	1	-3.8	-10
CCSc1nc(O)c(CC)c(=O)n1C(C)CC (configuration not stated)	0.019	9	-0.41	-3	2	1.4	0.9	-0.4	5
O=C(c1ccc(-c2cccc(C(F)(F)F)c2)o1)N1CCOCC1	2.5	-1	-0.096	4	-3	-0.016	0.8	-0.2	-42
NC(=O)CN1CCN(c2ccccc2F)CC1	-0.089	3	0.62	1	-2	0.05	0.9	-0.9	-28

The final two compounds of the part above lead into the next.
SMILES	D1 allo mod	HEK293 NFkB inh	M1 antag	Ec RNAP inh	Jurkat tox 60K	M1 ag	TNAP act DEA	S1P3 ag	S1P1 ag-PAM
O=C(c1ccc(-c2cccc(C(F)(F)F)c2)o1)N1CCOCC1	2.5	-1	-0.096	4	-3	-0.016	0.8	-0.2	-42
NC(=O)CN1CCN(c2ccccc2F)CC1	-0.089	3	0.62	1	-2	0.05	0.9	-0.9	-28
COc1ccc(F)cc1S(=O)(=O)Nc1ccc2c(c1)OCCO2	1	-4	-1	4	-2	-2.1	1	-0.7	10
CCn1c(SCC(=O)NCc2ccco2)nnc1-c1ccc(N)cc1	/	/	0.26	11	/	-0.29	0.9	1.1	8
COc1cccc(C2CC(c3ccccc3C)n3nc(N)nc3N2)c1 (configuration not stated)	0.04	1	-0.13	12	-6	-1.3	0.9	0.2	-16
O=C1CC(c2ccco2)CC(O)=C1C=NCC1CCNCC1 (configuration not stated)	1.3	20	-3.8*	4	2	-0.012	0.9	-2.3	18
CNS(=O)(=O)c1cccc(C(=O)OCc2cc(Cl)cc3c2OCOC3)c1	1.8	24	0.0089	0	2	-0.22	0.9	-1.0	-37
COc1ccc(CC(=O)N2CCOCC2)cc1OC	-0.46	5	-0.25	5	-5	-0.0089	0.9	-0.6	-22
CCOC(=O)C1Cn2c(nc3c(c2=O)C2(CCCC2)Cc2ccccc2-3)S1 (configuration not stated)	0.34	0	1.1	/	-2	-0.72	0.9	-0.9	/
CCN(CC(=O)Nc1c(C(=O)OC)[nH]c2ccccc12)c1ccc2c(c1)OCO2	8.3*	13	0.8	13	-6	1.8	0.8	0.9	-5
O=C(CSc1nnnn1C1CCCC1)Nc1ccc2c(c1)OCCO2	-0.31	24	-1.5	0	3	-0.25	1	-1.2	11
CC(C)C1N=C2c3ccccc3N=C(SCC(=O)NCCc3ccc(S(N)(=O)=O)cc3)N2C1=O (configuration not stated)	-1.7	17	0.16	5	-6	1.1	0.9	-0.1	-4
CCOC(=O)c1cc(C(O)(C(F)(F)F)C(F)(F)F)c(/N=C/N(C)C)o1	/	16	-0.51	10	/	-0.18	1	/	/
COC(=O)c1ccc(CSc2nc3c(cnn3-c3ccc(C)c(C)c3)c(=O)[nH]2)o1	1.8	22	-0.63	10	11	0.76	0.9	-0.8	6
O=C(CSc1nnc2ccccn12)NCCN1C(=O)CSC1=O	0.042	6	0.59	6	2	-0.025	1	0.6	2
O=S(=O)(c1ccc(OCC(O)CN2CCN(c3ccccc3)CC2)cc1)N1CCOCC1 (configuration not stated)	-0.12	13	-0.55	4	4	-0.3	0.9	-1.1	6
Cc1cc(C(=O)Nc2ccc(C(=O)O)cc2)c(-c2ccccc2)o1	2.5*	1	0.68	6	-1	0.16	1	-0.8	-15
O=c1cc[nH]c2cccc(Cc3ccccc3)c12	-0.48	12	0.54	2	8	-0.73	0.9	-0.8	5
COc1ccc(NC2CC(=O)N(C)C2=O)cc1 (configuration not stated)	/	/	0.2	-8	/	-0.048	1	1.6	-25
N#C/C(C(=O)c1ccccc1)=C1/SC=C(N)N1c1ccccc1	-0.2	-6	/	9	-8	/	0.8	0.5	5
O=C(CN1CCC(n2nnc3cc(F)ccc32)CC1)N1CCCc2ccccc21	0.1	11	-0.53	4	4	0.049	0.9	0.2	19
COc1ccc(CCNc2oc(-c3ccco3)nc2C#N)cc1	3.8	-2	-0.25	-1	-2	0.25	0.9	-0.1	-10
CCSc1nnc2c(n1)[nH]c1c(C)cccc12	-0.76	-8	-0.32	10	21	-0.79	0.8	0.8	-19
Cc1ccc(-c2cc(C(=O)NCc3cccs3)no2)cc1	-0.7	-8	0.53	4	1	0	0.9	-0.8	9

Source: PubChem BioAssay
